Screening data deposited in PubChem by National Center for Advancing Translational Sciences (NCATS).
JMJD2A Tudor inh: qHTS Assay for Inhibitors of JMJD2A-Tudor Domain | Potency, µM (top dose mostly 114 µM), inactives show at the highest dose activity change, negative = inhibition, most hits filed as inhibitors | AlphaScreen JMJD2A-Tudor / H3K4me3 peptide binding | AID 504339, 2011 | Lysine-specific demethylase 4A (Homo sapiens), O75164 | 4.4% of 390,000 active; further: on the % scale 0 is the no-effect control and ±100 the full control effect; nearly all actives have a fitted effect of over 50% in size
HP1b binding inh: HTS for Inhibitors of HP1-beta Chromodomain Interactions with Methylated Histone Tails. Potency, µM (highest dose often 114 µM), inactives show at the top dose activity change, negative = inhibition, actives largely listed as inhibitors. AlphaScreen HP1-beta / biotin-H3K9me3 peptide binding. 0.56% of 390,000 active. AID 540317, 2011; further: nearly all actives have a fitted effect of over 70% in size; inactives centre near 23
Target sequence (P83916 whole entry, looked up): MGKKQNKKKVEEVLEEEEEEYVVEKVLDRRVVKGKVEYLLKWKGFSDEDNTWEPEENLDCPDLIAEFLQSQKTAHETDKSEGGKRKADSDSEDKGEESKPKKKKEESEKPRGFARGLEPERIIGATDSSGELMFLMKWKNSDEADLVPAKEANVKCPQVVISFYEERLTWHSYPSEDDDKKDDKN
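AlphaScreen: HP1-beta (50 nM) preformed 30 min with biotin-H3(1-18)K9me3 peptide (50 nM) in PBS pH 7.4, 0.01% Tween-20. Compound added for 30 min at RT, then streptavidin donor/nickel chelate acceptor beads (10 ug/mL) for 30 min.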
BLM inh: qHTS Assay for Inhibitors of Bloom's syndrome helicase (BLM). 0.2% of 350,000 active. RecQ-like DNA helicase BLM (Homo sapiens), P54132. Potency, µM (top dose mostly 56.1 µM), for the others: at the top dose activity change, negative = inhibition, actives largely listed as inhibitors. recombinant BLM DNA unwinding, fluorescence dequenching;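 further: plate controls were vehicle for no effect and no enzyme for full effect; nearly all actives have a fitted effect of over 35% in size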
Tb PGK inh: qHTS Assay to Find Inhibitors of Phosphoglycerate Kinase | Phosphoglycerate kinase, glycosomal (Trypanosoma brucei brucei), P07378 | Potency, µM (titrated, usually from 57.5 µM), inactives show at the highest dose activity change, negative = inhibition, most hits filed as inhibitors | 0.043% of 380,000 active | PGK/GAPDH coupled, Kinase-Glo luminescence, 60 min; further: on the % scale 0 is the no-effect control and ±100 the full control effect; nearly all actives have a fitted effect of over 60% in size
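Recombinant glycosomal PGK reaction used 1,3-bisphosphoglycerate generated in-well by GAPDH (100nM final) in 100mM TEA pH 7.6, 5mM MgCl2, 0.01% Tween-20. After 60 minutes at room temperature, ATP was read by Kinase-Glo Plus luminescence end-point.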
BAZ2B block: qHTS Assay for Inhibitors of BAZ2B. Bromodomain adjacent to zinc finger domain protein 2B (Homo sapiens), Q9UIF8. AlphaScreen BAZ2B-H3K14Ac peptide displacement. Potency, µM (highest dose often 114 µM), for inactives: at the top dose activity change, negative = inhibition, most hits filed as inhibitors. 4.4% of 360,000 active. AID 504333, 2011; further: on the % scale 0 is the no-effect control and ±100 the full control effect; nearly all actives have a fitted effect of over 60% in size
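In this displacement format the biotinylated H3(5-23) peptide acetylated at Lys14 serves as ligand at 50 nM, with BAZ2B at 50 nM in PBS pH 7.4 containing 0.01% Tween-20. Donor and acceptor beads are 10 ug/mL final.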
Pin1 inhibitor: qHTS Assay to Find Inhibitors of Pin1; Peptidyl-prolyl cis-trans isomerase NIMA-interacting 1 (Homo sapiens), Q13526; Pin1 FP peptide displacement, HiFluor488, 10 min; Potency, µM (doses to about 115 µM), without a hit: top-dose activity, negative = inhibition, hits mostly inhibitors; 0.009% of 390,000 active; AID 504891, 2011; active means well fitted inhibition curve with a large enough effect in the polarisation, with a control signal flat, not every such curve was filed as active; inconclusive means small, poorly fitted or top-dose-only effect, or effect the other way, or a change in a side signal; inactive means no such curve, though single readings can be large or run the other way; the % refers to the polarisation; further: on the % scale 0 is the no-effect control and ±100 the full control effect
Target sequence (Q13526 whole entry, looked up): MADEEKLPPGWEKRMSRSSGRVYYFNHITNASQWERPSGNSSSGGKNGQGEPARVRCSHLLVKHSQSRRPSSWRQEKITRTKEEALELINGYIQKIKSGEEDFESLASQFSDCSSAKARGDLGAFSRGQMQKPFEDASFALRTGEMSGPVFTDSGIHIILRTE
POLI inh: qHTS for Inhibitors of Polymerase Iota; Pol iota fluorescent replication assay, 10 min; Potency, µM (top dose mostly 115 µM), for inactives: top-dose activity, negative = inhibition, hits mostly inhibitors; 1% of 390,000 active
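Pol iota at 10 nM preincubated 15 min with compounds at room temperature; reaction started with fluorescent substrate, 50 nM final. Fluorescence read kinetically at 0 and 10 min; buffer-only wells as negative control.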
G9a block: qHTS Assay for Inhibitors of Histone Lysine Methyltransferase G9a; Potency, µM (doses to about 102 µM), for the others: top-dose activity, negative = inhibition, actives largely listed as inhibitors; AID 504332, 2011; Histone-lysine N-methyltransferase EHMT2 (Homo sapiens), Q96KQ7; G9a H3K9 monomethylation, AlphaScreen, 2 h; 8.8% of 350,000 active; further: on the % scale 0 is the no-effect control and ±100 the full control effect; nearly all actives have a fitted effect of over 75% in size
Target sequence (Q96KQ7 913-1193 limits assumed): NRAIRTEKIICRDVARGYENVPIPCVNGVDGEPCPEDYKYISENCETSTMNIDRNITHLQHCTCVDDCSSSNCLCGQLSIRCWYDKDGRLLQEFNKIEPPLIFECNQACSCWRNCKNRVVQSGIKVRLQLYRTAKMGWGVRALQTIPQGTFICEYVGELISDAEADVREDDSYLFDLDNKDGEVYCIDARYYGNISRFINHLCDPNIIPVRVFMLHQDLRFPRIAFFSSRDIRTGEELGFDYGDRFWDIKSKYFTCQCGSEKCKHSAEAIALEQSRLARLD
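G9a (20 nM) preincubated 15 min RT with compounds, then 500 nM biotinylated H3K9 peptide and 20 uM SAM added; 2 h RT reaction. Monomethyl-H3K9 product detected by AlphaScreen with anti-H3K9me1 antibody, streptavidin donor and anti-rabbit IgG acceptor beads.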
GLS inh: qHTS for Inhibitors of Glutaminase (GLS); AID 624170, 2012; 0.21% of 410,000 active; Potency, µM (series often up to 45.5 µM), inactives show top-dose activity change, negative = inhibition, usual class: inhibitors; GLS enzymatic activity, qHTS titration; Glutaminase kidney isoform, mitochondrial (Homo sapiens), O94925; further: on the % scale 0 is the no-effect control and ±100 the full control effect
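Human kidney-isoform GLS in 45 mM KH2PO4 pH 8.2, 0.02% Tween-20, with compound, started with 1mM L-Glutamine (added stock). Glutamate oxidase/HRP/Amplex red coupled fluorescence read at start and after 30 min at RT.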
Active calls of the source: *; & = joins results of further samples; [ ] = remark or other dose. Unless noted, the call rests on the fitted dose curve; in most records, active means well fitted curve in the direction sought with a large enough effect; inconclusive means small, poorly fitted or top-dose-only effect, or another doubt; inactive means no such curve, though single readings can be large; an effect the other way counts as inactive or inconclusive. Potency means the concentration at half of the fitted maximal effect. An excerpt; the hit share may differ from the screen's.

How did O=C(NC1CCCC1)C1CCC(CNS(=O)(=O)c2ccccc2)CC1 (centres undefined) do in these assays?
JMJD2A Tudor inh: -20%; HP1b binding inh: 24%; BLM inh: -2%; Tb PGK inh: -1%; BAZ2B block: -19%; Pin1 inhibitor: -8%; POLI inh: 19%; G9a block: -8%; GLS inh: -14%

Results for CCOC(=O)C1CCCN(C(=O)c2cn(C)c3ccc(S(=O)(=O)N4CCCC4)cc3c2=O)C1 (centres undefined) ?
JMJD2A Tudor inh: -27%; HP1b binding inh: -5%; BLM inh: 1%; Tb PGK inh: -9%; BAZ2B block: 2%; Pin1 inhibitor: -8%; POLI inh: -3%; G9a block: 10%[59 µM]; GLS inh: 3%

How did CNc1nc(-c2cccs2)cc(C(F)(F)F)c1C#N do in these assays?
JMJD2A Tudor inh: 3%; HP1b binding inh: 49%[activator]; BLM inh: -3%; Tb PGK inh: inactive; BAZ2B block: 14%; Pin1 inhibitor: 3%; POLI inh: 13%; GLS inh: 0%

What do the screens show for `Cc1c(OCC(=O)NCC2CCC(C(=O)O)CC2)ccc2c(-c3ccccc3)cc(=O)oc12` (centres undefined)?
JMJD2A Tudor inh: -16%; HP1b binding inh: -2%; BLM inh: 2%; Tb PGK inh: -7%; BAZ2B block: 9%[57.1 µM]; Pin1 inhibitor: -1%; POLI inh: -19%; GLS inh: 14%

What do the screens show for `O=C(OCc1nc2ccccc2s1)c1ccccc1O`?
JMJD2A Tudor inh: 187%[activator]; HP1b binding inh: 217%[activator]; BLM inh: -9%; Tb PGK inh: -9%; BAZ2B block: 126%[activator]; Pin1 inhibitor: 0%; POLI inh: 22%; G9a block: 99%[activator]; GLS inh: -6%

Results for CC1CCCCC12NC(=O)N(CC(=O)Nc1ccc(S(=O)(=O)N3CCOCC3)cc1)C2=O (centres undefined) ?
JMJD2A Tudor inh: -18%; HP1b binding inh: 27%; BLM inh: -1%; Tb PGK inh: -1%; BAZ2B block: 3%; Pin1 inhibitor: 4%; POLI inh: 11%; G9a block: 6%[59 µM]; GLS inh: 3%

How did CN1CCN(Cc2coc3c(Cl)cc(Cl)cc3c2=O)CC1 do in these assays?
JMJD2A Tudor inh: 8.9µM*; HP1b binding inh: inconclusive; BLM inh: 3%; Tb PGK inh: -2%; BAZ2B block: 50µM*; Pin1 inhibitor: 6%; POLI inh: -8%; G9a block: 25µM*; GLS inh: -7%

Results for CCn1c(-c2cc3c(C(F)(F)F)nn(C)c3s2)n[nH]c1=S ?
JMJD2A Tudor inh: 8.9µM*; HP1b binding inh: -17%; BLM inh: 2%; Tb PGK inh: -3%; BAZ2B block: -4%; Pin1 inhibitor: 3%; POLI inh: 13%; G9a block: 5.6µM*; GLS inh: -2%

What do the screens show for `Cc1ccsc1/C=N/NS(=O)(=O)c1ccc([N+](=O)[O-])cc1`?
JMJD2A Tudor inh: inconclusive; HP1b binding inh: 4%; BLM inh: 1%; Tb PGK inh: -6%; BAZ2B block: -37%; Pin1 inhibitor: 3%; POLI inh: -5%; G9a block: inconclusive; GLS inh: 19%

What do the screens show for `CCOC(=O)c1cc(-c2ccccc2)sc1NC(=O)COC`?
JMJD2A Tudor inh: 4%; HP1b binding inh: 4%; BLM inh: 0%; Tb PGK inh: 4%; BAZ2B block: -24%; Pin1 inhibitor: -2%; POLI inh: 28%; G9a block: 11%[0.501 µM]; GLS inh: -5%

What do the screens show for `CCc1cccc(NC(=O)CCNS(=O)(=O)c2cccc3nonc23)c1`?
JMJD2A Tudor inh: -8%&-21%; HP1b binding inh: 34%&17%[activator]; BLM inh: -5%&2%; Tb PGK inh: -2%&7%; BAZ2B block: inconclusive; Pin1 inhibitor: -3%&5%; POLI inh: 34%&-1%[activator]; G9a block: -34%; GLS inh: 7%&12%

How did N#CCCN(Cc1cccnc1)S(=O)(=O)c1ccc(S(=O)(=O)N2CCCCCC2)cc1 do in these assays?
JMJD2A Tudor inh: -6%; HP1b binding inh: 16%; BLM inh: -2%; BAZ2B block: 8%; Pin1 inhibitor: -2%; POLI inh: 16%; G9a block: -11%[59 µM]; GLS inh: 3%

Results for COc1cccc(N2CCN(S(=O)(=O)c3ccc(-n4cnnn4)cc3)CC2)c1 ?
JMJD2A Tudor inh: 2%&-1%; HP1b binding inh: 29%&58%; BLM inh: -1%&5%; Tb PGK inh: -2%&-2%; BAZ2B block: -3%[57.1 µM]; Pin1 inhibitor: -2%&-6%; POLI inh: 18%&5%; G9a block: -11%; GLS inh: -15%&-3%

How did COc1cccc(/C=C2/SC(=S)N(CC(=O)NNC(=O)c3ccccc3O)C2=O)c1 do in these assays?
JMJD2A Tudor inh: -12%; HP1b binding inh: 29%; BLM inh: -13%; Tb PGK inh: -1%; BAZ2B block: inconclusive; Pin1 inhibitor: 49%[activator]; POLI inh: inconclusive; G9a block: 19%; GLS inh: -2%

How did CC1CCC(C(C)C)C(OCC(O)CNC(C)c2ccccc2)C1 (centres undefined) do in these assays?
JMJD2A Tudor inh: -22%; HP1b binding inh: 3%; BLM inh: -2%; Tb PGK inh: -2%; BAZ2B block: -27%; Pin1 inhibitor: 3%; POLI inh: 102%[activator]; G9a block: -5%; GLS inh: -5%

How did CC(=O)Nc1ccc(NC(=O)C2CCN(c3ccc(C(F)(F)F)cn3)CC2)cc1 do in these assays?
JMJD2A Tudor inh: -14%; HP1b binding inh: 33%; BLM inh: -2%; Tb PGK inh: -5%; BAZ2B block: -25%; Pin1 inhibitor: 2%; POLI inh: 60%[activator]; G9a block: -1%; GLS inh: 7%

Results for O=C(CN1CCC(n2nnc3cc(F)ccc32)CC1)Nc1ccc2c(c1)CCC2 ?
JMJD2A Tudor inh: -27%[57.1 µM]; HP1b binding inh: -10%; BLM inh: -3%; Tb PGK inh: -6%; BAZ2B block: -26%; Pin1 inhibitor: 26%; POLI inh: 8%; G9a block: inconclusive; GLS inh: -1%

Results for O=C(c1ccco1)N1CCN(Cc2nc3ccccc3[nH]2)CC1 ?
JMJD2A Tudor inh: -25%; HP1b binding inh: 52%[activator]; Tb PGK inh: -1%; Pin1 inhibitor: 15%; POLI inh: 6%; GLS inh: -1%

Results for CCN1CCN(CCCNC(=O)c2cc3c(=O)oc4ccc(C)cc4c3s2)CC1 ?
JMJD2A Tudor inh: -22%; HP1b binding inh: 17%; BLM inh: 93%[activator]; Tb PGK inh: -6%; BAZ2B block: -15%; Pin1 inhibitor: -8%; POLI inh: 0%; G9a block: 23%; GLS inh: -4%

How did Cc1ccc(OCC(=O)Nc2nonc2-c2ccc(Br)cc2)cc1 do in these assays?
JMJD2A Tudor inh: inconclusive; HP1b binding inh: -11%; BLM inh: -7%; BAZ2B block: -37%; Pin1 inhibitor: 18%; POLI inh: -3%; G9a block: inconclusive; GLS inh: -1%

How did CC(C)CC(=O)NC(=S)Nc1ccccc1C(F)(F)F do in these assays?
JMJD2A Tudor inh: -16%; HP1b binding inh: 9%; BLM inh: -1%; Tb PGK inh: -1%; BAZ2B block: -2%; Pin1 inhibitor: 1%; POLI inh: 3%; G9a block: 1%[59 µM]; GLS inh: -7%

Results for O=C(Nc1ccc(Cl)cc1)c1nc[nH]c1C(=O)NCCN(CCNC(=O)c1[nH]cnc1C(=O)Nc1ccc(Cl)cc1)CCNC(=O)c1[nH]cnc1C(=O)Nc1ccc(Cl)cc1 ?
JMJD2A Tudor inh: -17%; HP1b binding inh: 32%; Tb PGK inh: 5%; Pin1 inhibitor: 10%; POLI inh: inconclusive; GLS inh: 6%

What do the screens show for `CC(=O)Nc1ccccc1C(=O)C(=O)Nc1ccc(C(=O)N2CCOCC2)cc1`?
JMJD2A Tudor inh: -2%; HP1b binding inh: 13%; BLM inh: -2%; Tb PGK inh: 15%; BAZ2B block: -5%; Pin1 inhibitor: -4%; POLI inh: -8%; G9a block: 24%; GLS inh: 0%

Results for O=S(Cc1ccc(Br)cc1)Cc1nnc(SCc2c(Cl)cccc2Cl)n1-c1ccccc1 (centres undefined) ?
JMJD2A Tudor inh: -22%; HP1b binding inh: 12%; BLM inh: -11%; Tb PGK inh: -4%; BAZ2B block: -2%; Pin1 inhibitor: 10%; POLI inh: -4%; G9a block: -41%; GLS inh: -3%

3 entries from above, arranged by SMILES length, low to high.
How did CC(C)CC(=O)NC(=S)Nc1ccccc1C(F)(F)F do in these assays?
JMJD2A Tudor inh: -16%; HP1b binding inh: 9%; BLM inh: -1%; Tb PGK inh: -1%; BAZ2B block: -2%; Pin1 inhibitor: 1%; POLI inh: 3%; G9a block: 1%[59 µM]; GLS inh: -7%

How did Cc1ccc(OCC(=O)Nc2nonc2-c2ccc(Br)cc2)cc1 do in these assays?
JMJD2A Tudor inh: inconclusive; HP1b binding inh: -11%; BLM inh: -7%; BAZ2B block: -37%; Pin1 inhibitor: 18%; POLI inh: -3%; G9a block: inconclusive; GLS inh: -1%

Results for O=S(Cc1ccc(Br)cc1)Cc1nnc(SCc2c(Cl)cccc2Cl)n1-c1ccccc1 (centres undefined) ?
JMJD2A Tudor inh: -22%; HP1b binding inh: 12%; BLM inh: -11%; Tb PGK inh: -4%; BAZ2B block: -2%; Pin1 inhibitor: 10%; POLI inh: -4%; G9a block: -41%; GLS inh: -3%
